# N-glyco inh = blocks N-linked glycosylation in D54 reporter cells; D54 ERlucT glycosylation luciferase reporter, 24 h; percent of 100 nM tunicamycin response; reporter increase, % at 12.5 µM; 360,000 compounds, 0.23% hits; AID 588692;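 active = mean luciferase reporter signal, scaled so untreated is 0 and the glycosylation-blocking control 100, at or above a set limit in every replicate; inconclusive = mean reaches the limit but not every replicate does; inactive = mean below the limit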;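 note: luciferase carries N-glycosylation sites so blocking glycosylation raises the light; 0% = median of neutral control wells and 100% = median of 100 nM tunicamycin wells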
# ABCB6 inh 2 = inhibitors of human ABC transporter ABCB6 | K562-ABCB6 porphyrin accumulation, flow cytometry, 1 h; active compounds read low | fluorescence ratio to DMSO, % at 10 µM | 360,000 compounds, 0.19% hits | AID 602162;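 active = fluorescence ratio to DMSO below 75%, the collection mean minus 3 SD; inconclusive = too few cells collected in the well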;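 note: signal is porphyrin accumulated inside mitochondria; 100% equals median channel fluorescence of DMSO control wells; lower ratio means ABCB6 inhibition with less porphyrin fluorescence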
# HTR2A ag = mouse HTR2A agonism via beta-arrestin recruitment. P35363. CHO-K1 mHTR2A beta-arrestin complementation, luminescence; percent of 30 µM serotonin response. activation, % at 7.6 µM. 360,000 compounds, 0.66% hits;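 active = activation above a run cutoff, the mean activation of all tested compounds plus 3 SD, cut at about 14% in these data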;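 note: 0% = plate median of compound wells and 100% = 30 µM serotonin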
# Target sequence (P35363 whole entry, looked up): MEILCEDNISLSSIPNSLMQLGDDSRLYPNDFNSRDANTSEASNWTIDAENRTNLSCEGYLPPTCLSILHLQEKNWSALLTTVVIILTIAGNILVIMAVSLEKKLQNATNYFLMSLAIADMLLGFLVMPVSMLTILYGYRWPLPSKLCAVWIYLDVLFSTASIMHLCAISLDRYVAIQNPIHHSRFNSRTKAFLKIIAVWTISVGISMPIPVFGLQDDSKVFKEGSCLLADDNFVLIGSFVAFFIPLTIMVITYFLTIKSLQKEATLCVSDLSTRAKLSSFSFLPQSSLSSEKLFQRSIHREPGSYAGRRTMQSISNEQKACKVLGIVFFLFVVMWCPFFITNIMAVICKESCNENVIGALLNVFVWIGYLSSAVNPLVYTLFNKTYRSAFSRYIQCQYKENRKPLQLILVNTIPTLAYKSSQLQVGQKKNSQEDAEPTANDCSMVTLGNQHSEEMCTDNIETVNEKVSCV
# ABHD5 PLIN5 PPI = inhibitors of human ABHD5-perilipin-5 interaction; 360,000 compounds, 0.78% hits; Split G. princeps luciferase complementation, luminescence, 4 h; inhibition, % at 4 µM; AID 602281;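 active = inhibition above the mean inhibition across every tested compound plus 3 SD, cut at about 22% in these data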;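 note: 0% = DMSO only wells and the 100% control is not disclosed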
# MC4R antag cAMP = blocks human MC4R cAMP signaling | MC4R-expressing cells, MTII-stimulated cAMP, LANCE TR-FRET | 360,000 compounds, 0.48% hits | inhibition, % at 6.5 µM | P32245;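 active = inhibition above its plate's cutoff, the mean of tested wells on that plate plus 3 SD, cut at about 29% in these data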;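 note: 0% = Melanotan II alone and 100% = Melanotan II plus saturating MCL0020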
# Target sequence (P32245 whole entry, looked up): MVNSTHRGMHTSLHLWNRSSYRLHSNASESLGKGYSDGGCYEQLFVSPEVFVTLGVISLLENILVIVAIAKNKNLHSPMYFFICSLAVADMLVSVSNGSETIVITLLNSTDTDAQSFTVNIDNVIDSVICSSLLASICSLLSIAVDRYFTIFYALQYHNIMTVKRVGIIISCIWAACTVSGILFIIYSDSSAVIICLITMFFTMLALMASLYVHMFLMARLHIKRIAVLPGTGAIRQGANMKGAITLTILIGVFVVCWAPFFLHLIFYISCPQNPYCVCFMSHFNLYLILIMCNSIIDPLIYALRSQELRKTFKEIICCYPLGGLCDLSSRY
#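 System – human MC4R-expressing U2OS cells · Also added – Melanotan II · Dosing – one concentration, 6.5 µM nominal · Timing – 30-min compound, 1-h challenge, 1-h detection, room temperature · Measured by – Eu-cAMP/anti-cAMP TR-FRET, emission 671 nm · Replicates – singlicate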
# Granule exo inh = blocks lytic granule exocytosis | TALL-104 LAMP-1 surface exposure, flow cytometry; cells stimulated with thapsigargin and PMA | 360,000 compounds, 0.66% hits | AID 651702 | inhibition, % at 10 µM;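 active = inhibition above about 55%, limit read from the data; inconclusive = no clear call, values can overlap the other calls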
# MC4R ag barr = activates human MC4R beta-arrestin recruitment | P32245 | U2OS MC4R beta-arrestin complementation, luminescence; percent of melanotan II response, DMSO zero | activation, % at 8.9 µM | 360,000 compounds, 0.98% hits | AID 540308;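 active = activation above a per-plate cutoff, the mean activation of sample wells on that plate plus 3 SD, cut at about 8% in these data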
# hiPSC survival = hiPSC single-cell survival enhancement; ATPlite luminescence; 100% = ROCK inhibitor wells, 0% = DMSO; survival enhancement, % at 20 µM; 360,000 compounds, 0.044% hits; AID 602274; in the data active = survival enhancement above about 18%;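 note: cells exposed to compounds for 16 hours before the ATP read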
# aDG glyco act = alpha-DG glycosylation activation | Pro5-aDG cells, alpha-DG glycosylation AlphaScreen (IIH6); 0% Pro5, 100% B10-LARGE cell signal | activation, % at 10 µM | 360,000 compounds, 0.22% hits | AID 624168;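 active = activation of at least 8% versus controls, or a plate z-score of at least 8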;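 note: Pro5 are CHO cells carrying HIG-tagged alpha-DG that lacks glycosylation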
# Cardio protect = protects H9c2 cardiomyocytes from peroxide injury; H2O2 injury protection, ATPLite, 2 h; protection from H2O2 cell death, % at 20 µM; 360,000 compounds, 0.63% hits; AID 588492;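 active = compounds giving at least 50% protection of heart cells from peroxide-induced death in the single-dose screen, raw or plate-pattern-corrected value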;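 note: 0% = DMSO wells with peroxide and 100% = DMSO wells without peroxide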
# Numbers without * were called inactive; ? = inconclusive; · = no result given; + = active, no number.
item	Compound	N-glyco inh	ABCB6 inh 2	HTR2A ag	ABHD5 PLIN5 PPI	MC4R antag cAMP	Granule exo inh	MC4R ag barr	hiPSC survival	aDG glyco act	Cardio protect
1	COC(=O)c1cc(NS(=O)(=O)c2ccc(NC(C)=O)cc2)cc(C(=O)OC)c1	0	106	6	1	10	3	-0.1	2.3	-0.2	23
2	CNC(=S)N(CCc1c(C)[nH]c2ccccc12)Cc1cc(OC)c(OC)c(OC)c1	-1	102	9	-2	6	-4	-0.2	-2.5	0.0	-2
3	COc1ccc(NC(=O)C2=C(C)NC(=S)NC2c2ccc(O)c(OC)c2)cc1 (stereo not drawn)	1	100	-1	-6	1	0	-3.8	-0.2	-0.2	2
4	Cc1ccc(NC(=O)CCn2cc(C(F)(F)F)ccc2=O)cc1	2	103	2	-4	18	-5	3.8	-0.6	-0.1	5
5	O=C(CN1C(=O)NC2(CCCCCC2)C1=O)Nc1ccc(S(=O)(=O)N2CCOCC2)cc1	2	100	0	7	4	-5	-1.5	-3.1	0.0	-6
6	O=S(=O)(Nc1cccc(S(=O)(=O)N2CCCCCC2)c1)c1ccc(F)cc1F	-1	92	-3	1	1	-1	-0.8	2.3	-0.2	-5
7	CN(C)c1nnc(-c2ccc(Cl)cc2)o1	2	96	1	-1	11	-5	0.1	-0.4	-0.1	6
8	Nc1nc2c(ncn2[C@@H]2O[C@H](CNS(=O)(=O)N3CCc4ccccc4C3)[C@@H](O)[C@H]2O)c(=O)[nH]1	4	90	-6	-1	·	-3	·	0.6	-0.3	0
9	CS(=O)(=O)N1N=C(c2ccccc2)CC1c1ccc2c(c1)OCO2 (stereo not drawn)	0	590	2	0	19	-1	0.1	-0.5	0.4	1
10	Cc1cc(Br)c2nc3c(c(C(=O)O)c2c1)CCCCC3	0	95	4	7	+	6	3.2	-0.4	-0.2	-1
11	CCCN(CC1CC1)C(=S)Nc1ccccc1F	0	95	6	0	8	-17	-1.1	1.4	0.0	-5
12	COC(=O)CSc1nnc(-c2ccc(S(=O)(=O)N3CCC(C)CC3)cc2)o1	-2	89	-1	2	22	-4	-1.4	-0.8	-0.4	-10
13	CC(C)CCN1CCN(C2CSCCSC2)CC1CCO (stereo not drawn)	-1	97	4	1	0	7	2.1	-0.5	0.1	-2
14	CC(NC(=O)c1ccc2c(=O)n3c(nc2c1)CCC3)c1ccc(S(N)(=O)=O)cc1 (stereo not drawn)	1	106	-4	12	5	3	-3.8	0.3	-0.2	1
15	CSc1nc(O)c(C(c2ccccc2)c2c(O)nc(SC)[nH]c2=O)c(=O)[nH]1	-2	98	1	17	0	-9	0.1	-0.4	-0.1	3
16	O=C1NCCCC2c3c(cc(Br)c(O)c3Br)OC12N1CCOCC1 (stereo not drawn)	1	98	2	6	2	-2	-1.0	-1.2	0.0	1
17	CCOC1=C2[C@@H](CN(S(=O)(=O)c3ccc(C)cc3)[C@H]2c2cccs2)[C@H]2C(=O)N(c3ccccc3)C(=O)[C@H]2C1	0	101	3	-3	·	-1	·	-0.6	-0.2	5
18	CCCCCNC(=O)CCn1c(=O)oc2ccccc21	1	96	-2	3	-6	-1	-0.5	1.9	-0.2	1
19	O=C(CN1CCCC1)Nc1ccc(Br)cc1	1	93	0	0	9	-5	-2.3	3.2	0.2	22
20	Cc1cc(SCC(=O)NC2CC2)nc2ccccc12	3	100	-2	-4	14	2	-1.1	-0.1	0.1	0
21	N#Cc1cccc(NC(=O)Cn2c3[n+](c4ccc(C(F)(F)F)cc42)CCCCC3)c1	4	100	-1	5	4	-12	-1.4	0.0	-0.3	-6
22	CCOc1ccc(NC(=O)CCc2nnc3ccc(N4CCC(C)CC4)nn23)cc1	3	101	5	0	9	-1	-2.7	0.2	0.6	-1
23	CC(C)OC(=O)N(C)C[C@@H]1OCc2cn(nn2)CCCC(=O)N([C@@H](C)CO)C[C@H]1C	0	106	0	-7	14	0	4.1	2.1	-0.1	-4
24	Cc1oc(-c2ccc(Cl)cc2)nc1CS(=O)CC(=O)NCCN1CCCCCC1 (stereo not drawn)	4	97	0	-2	15	25	-2.9	-0.5	0.1	10
25	CC(C)Oc1ccc(S(=O)(=O)N2CCOCC2)cc1NC(=O)CSc1nnc(C2CC2)n1C	4	99	-1	2	9	-7	-0.8	3.1	0.1	4
26	COc1ccc(-n2c(Cc3cccn3C)nnc2SCC(=O)NCCc2ccccc2)cc1	-3	100	6	0	-5	0	-0.6	-4.4	-0.3	2
27	Cc1sc2c(c1C)c(=O)n(-c1cccc(C(F)(F)F)c1)c(=O)n2CC(=O)NCc1ccco1	-1	94	-4	-12	1	2	-0.8	6.8	-0.2	6
28	Cc1ccn2c(=O)cc(C)nc2c1	0	95	4	-2	-3	0	-1.4	-0.4	-0.2	-6
29	O=C(C[C@@H]1C/C=C\C[C@@H](Cc2ccc(F)cc2)C(=O)OC[C@H]2CCCN2C1=O)NCCO	1	94	0	6	6	-7	-1.5	-0.5	0.2	19
30	Cc1ccc(-c2nc3cc(N)ccc3o2)c(C)c1	-12	101	-1	0	-1	-1	-0.4	-6.3	0.0	-30
31	CCC(=O)Nc1nnc(S(=O)(=O)N2CCCC2)s1	2	102	5	4	1	-9	-0.5	2.5	0.0	15
32	Cc1ccsc1/C=N\Nc1cn[nH]c(=O)c1Cl	10	101	-4	1	-6	-2	-3.3	-2.0	-0.3	6
33	COCCNc1nc(NCCCN2CCCC2=O)c2sc(-c3ccccc3)cc2n1	-1	99	7	13	4	-9	1.7	3.7	0.3	8
34	CCN(CC(=O)Nc1ccccc1C(F)(F)F)C(=O)c1oc2ccc(OC)cc2c1C	-2	98	6	1	-5	2	-0.5	-0.4	0.3	0
35	Cc1ccc(-c2nnc(NC(=O)c3ccco3)o2)c(C)c1	3	96	-1	3	3	12	-1.0	-0.2	0.1	-19
36	CC(C)(C)c1csc(NC(=O)C2COc3ccccc3O2)n1 (stereo not drawn)	-3	100	-1	-2	9	5	-1.2	-0.4	0.5	-1
37	COc1ccc(NC(=O)CNC(c2ccccc2)c2ccccc2)cc1Cl	-4	99	3	1	3	?	-1.3	-0.2	0.1	-11
38	N#C/C=C/C(=C\Nc1ccc(Cl)cc1)S(=O)(=O)c1ccccc1	7	107	6	-6	6	-6	0.3	0.3	0.4	0
39	CC(=O)c1ccc(NC(=O)c2ccn(C(=O)OCC(C)C)n2)cc1	-6	93	-1	2	2	-2	-1.9	-1.5	-0.1	-8
40	COc1ccc(OCCC(=O)OCC(=O)NC(=O)NC(C)(C)C)cc1	0	94	5	4	0	-2	-0.5	3.3	-0.4	2
41	Cc1ccc(-c2nnn(CC(=O)N(CC(=O)NCc3ccccc3)c3cccc(C)c3C)n2)o1	-1	95	-2	3	7	7	-1.4	-0.7	0.0	-4
42	COc1ccccc1C(=O)NC(=O)OCCn1c(C)cnc1[N+](=O)[O-]	0	92	6	-4	-7	0	0.4	-0.5	-0.2	-1
43	CCCn1c(C)nc2cc(Cl)c(N3CCN(c4nc(-c5ccc(C)cc5)cs4)CC3)cc21	3	97	2	-7	-3	5	-0.4	-3.9	0.0	4
44	COc1ccc(NC(=O)Cn2nnc(-c3ccccc3NC(=O)c3ccco3)n2)cc1	8	99	-5	-9	-3	-3	-1.2	-0.7	0.0	-14
45	CCN(CC)c1ccc(CN2CCC(C(=O)NCc3ccc(C)cc3)CC2)cc1	-2	98	-8	1	2	2	-3.7	-2.3	4.2	-9
46	CCCCCC[C@@H]([C@@H](C)O)n1cnc2c(N)ncnc21	3	105	0	-4	-41	-1	-0.6	-1.6	0.0	-12
47	COc1ccc(NC(=O)CCNS(=O)(=O)c2ccc(Cl)c([N+](=O)[O-])c2)cc1S(N)(=O)=O	0	95	3	-2	1	2	-0.2	0.4	0.1	11
48	CN=c1scc(-c2c[nH]c3ccccc23)n1C	0	98	1	-1	-2	-1	-1.5	-0.3	-0.2	1
49	O=C(CSc1cn[nH]n1)Nc1ccccc1F	1	100	-3	7	13	-6	-1.4	-0.4	0.0	0
50	CCOC(=O)c1c(C)[nH]c(C)c1S(=O)(=O)NC(C)Cc1ccco1 (stereo not drawn)	1	89	-2	-6	6	-2	-2.7	-0.3	-0.4	2
51	COc1ccc([N+](=O)[O-])cc1NS(=O)(=O)c1cccc(C(=O)O)c1	1	92	5	-4	0	-4	-1.9	0.0	0.0	6
52	CN(C)/C=N/c1ncc(C(=O)c2ccc3ccccc3c2)s1	-3	97	-2	-1	-9	-1	-2.0	-0.9	0.1	-6
53	Cc1ccc(-n2c(C)cc(C=C3C(=O)CC(C)(C)CC3=O)c2C)cc1	-2	93	1	11	-7	1	-2.0	-1.0	-0.1	-11
54	COc1ccc(S(=O)(=O)N2CCCC(C(=O)NC3CCCCC3)C2)cc1 (stereo not drawn)	1	78	4	0	-3	1	-1.8	-0.9	0.3	-5
55	O=C(O)CC1S/C(=N\N=C2CCCCCCC2)N(c2ccccc2)C1=O (stereo not drawn)	0	95	-3	-3	2	0	-2.0	-0.6	-0.3	1
56	C[C@H]1COc2cccc(N3CCC[C@@H]3CO)c2S(=O)(=O)N1	·	99	3	-13	·	-12	·	0.6	0.0	·
57	CCc1cc(C(=O)Nc2cc(S(=O)(=O)N(CC)CC)ccc2N2CCN(C)CC2)sc1C	0	98	-1	9	13	-9	-2.2	-0.5	-0.2	-1
58	CC(=O)c1cnn(-c2nc3c(C)cccc3s2)c1C	5	98	2	4	-6	-8	0.3	2.0	-0.1	-6
59	O=C(NCCCN1CCCC1=O)Nc1cc(Cl)ccc1Cl	3	93	2	0	6	?	-0.8	0.0	-0.1	1
60	COc1cccc(Nc2nc(-c3cccnc3)cs2)c1	-4	95	2	-10	2	2	-0.9	-0.4	0.4	-1

# Next section:
item	Compound	N-glyco inh	ABCB6 inh 2	HTR2A ag	ABHD5 PLIN5 PPI	MC4R antag cAMP	Granule exo inh	MC4R ag barr	hiPSC survival	aDG glyco act	Cardio protect
61	O=C(NOC(=O)c1ccccc1Cl)c1cccs1	3	103	-1	-4	0	21	-2.5	4.3	-0.2	-2
62	Cc1[nH]c2ccccc2c1/C=N/NC(=O)CNC(=O)c1ccc2c(c1)OCCO2	0	94	-1	14	4	6	0.8	0.1	0.0	12
63	CCOC(=O)c1csc(NC(C)=O)n1	3	99	3	3	2	0	-4.4	1.6	0.3	-2
64	O=C(CCn1nnc2ccccc21)OCC(=O)c1ccc([N+](=O)[O-])cc1	2	104	2	-3	15	-5	-1.3	-0.4	0.1	-3
65	CCSc1nnc(CCNS(=O)(=O)c2ccc(C(C)=O)cc2)n1C	0	96	-3	2	2	18	0.7	1.1	0.0	-2
66	CC(=O)Nc1ccc(NC(=O)C(C)OC(=O)CSCc2cccc(Cl)c2)cc1 (stereo not drawn)	0	99	1	8	1	-1	-1.4	-0.4	0.0	0
